p53 reactivator = mutant p53 re-activation in reporter cells; H1299 p53-A138V BP100-luciferase reporter, luminescence, 24 h; actives 0.063% (n = 320,000); AID 504706; Potency, µM (top dose mostly 92.2 µM), for inactives: at the top dose activity change, positive = activation, usual class: activators; note: % of control where 0% means no effect; nearly all actives have a fitted effect of over 45% in size
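H1299 (p53-null), stable ts p53-A138V + BP100-Luc; 1000 cells/well, Opti-MEM/10% FBS; cpd 4 pt, 1:5; 24 h, 37 deg C, 5% CO2; detection reagent 10 min RT; luminescence.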
NPC1 promoter act = activators of NPC1 promoter. Huh7 NPC1 promoter luciferase reporter, 24 h. Potency, µM (titrated, usually from 9.22 µM), for inactives: at the highest dose activation, actives largely listed as activators. actives 2.4% (n = 320,000). AID 485313;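 note: % of control where 0% means no effect; nearly all actives have a fitted effect of over 60% in size; reporter is driven by a mutant NPC1 promoter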
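In 1536-well qHTS, Huh7 cells harboring an NPC1 promoter–luciferase construct received compound for 24 h; activation was quantified by luminescence following luciferase reagent addition.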
BRCA1 expr act = BRCA1 expression activation; MCF7-BRCA1-FFLuc reporter, luminescence, 48 h; response scale: scaled: vehicle 0%, 10 µM genistein 100%; Potency, µM (series often up to 46.1 µM), for inactives: top-dose activation, most hits filed as activators; actives 1.1% (n = 380,000); AID 624202; note: nearly all actives have a fitted effect of over 80% in size; some results filed as inactive show a strong effect at the top dose
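Luminescence from a BRCA1-driven firefly luciferase in MCF7 cells was the read-out, taken 15 min after substrate addition following 48 h compound exposure at 37 °C. Data were normalized to a 10 microM genistein control and DMSO vehicle.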
RORgamma inh = inhibitors of mouse ROR gamma transcriptional activity; Drosophila S2 Gal4-RORgamma UAS-luciferase reporter, 20 h; Potency, µM (top dose mostly 53.6 µM), for inactives: at the top dose activity change, negative = inhibition, actives largely listed as inhibitors; actives 5.4% (n = 310,000); note: % is set by controls: 0 for no effect and ±100 for the full control effect; nearly all actives have a fitted effect of over 60% in size
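Drosophila S2 cells stably expressing Gal4-DBD/mouse RORγ fusion under metallothionein promoter plus UAS-luciferase; compound 1 h, then 700 uM CuSO4 induction for 20 h at ambient temperature; inhibition read as reduced luminescence.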
uPA surface inh = cell surface uPA generation inhibition; AID 540303; Potency, µM (top dose mostly 38.3 µM), for inactives: top-dose activity change, negative = inhibition, actives largely listed as inhibitors; actives 0.31% (n = 330,000); cell surface uPA generation assay, qHTS; active = well fitted inhibition curve with a large enough effect; inconclusive = small, poorly fitted or top-dose-only effect; inactive = no such curve, though single readings can be large or run the other way; tested in mouse RAW 264.7 cells; note: % is set by controls: 0 for no effect and ±100 for the full control effect; nearly all actives have a fitted effect of over 55% in size
MLL CXXC-DNA inh = MLL CXXC-DNA interaction inhibition; Q03164; MLL-CXXC / FITC-HOXA9 DNA fluorescence polarization; Potency, µM (doses to about 115 µM), without a hit: at the top dose activity change, negative = inhibition, actives largely listed as inhibitors; actives 0.037% (n = 290,000); active = well fitted inhibition curve with a large enough effect in the polarisation, with a control signal flat, not every such curve was filed as active; inconclusive = small, poorly fitted or top-dose-only effect, or effect the other way, or a change in a side signal; inactive = no such curve, though single readings can be large or run the other way; the % refers to the polarisation
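Steps: dispense CXXC domain solution (7 uM) → pin compounds or unlabeled HOX-A9 DNA control → 5 min ambient → add FLSN-HOX-A9 solution (50 nM) → spin → 30 min ambient → fluorescence polarization. Tris pH 7.5/NaCl/DTT/BSA buffer.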
MBNL1 CUG block = blocks human MBNL1 binding to CUG repeat RNA | Q9NR56 | TR-FRET MBNL1-His/biotin-(CUG)12 binding, 665/545 ratio | Potency, µM (doses to about 57.5 µM), for inactives: top-dose activity change, negative = inhibition, actives largely listed as inhibitors | actives 0.036% (n = 280,000); active = well fitted inhibition curve with a large enough effect in the signal ratio, with a control signal flat, not every such curve was filed as active; inconclusive = small, poorly fitted or top-dose-only effect, or effect the other way, or a change in a side signal; inactive = no such curve, though single readings can be large or run the other way; the % refers to the signal ratio; note: % is set by controls: 0 for no effect and ±100 for the full control effect
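Compounds (final 92 nM to 58 uM) are added to His-tagged MBNL1 and biotin-(CUG)12, then terbium anti-His antibody and streptavidin-XL665 (5 nM final). After 60 min at room temperature, the 665/545 nm ratio is read.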
Rab9 promoter act = activates the Rab9 promoter | Huh7 Rab9 promoter-luciferase reporter, luminescence, 24 h | Potency, µM (doses to about 9.22 µM), without a hit: at the highest dose activation, negative = inhibition, actives largely listed as activators | actives 2.8% (n = 320,000) | AID 485297; note: % of control where 0% means no effect; nearly all actives have a fitted effect of over 60% in size
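Stable Rab9-luc Huh7, 1500 cells/well, 2 h settle; cmpd in DMSO, 24 h, 37 °C/5% CO2; luciferase reagent 10 min RT; luminescence.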
VP16 counter = inhibits Gal4-VP16 luciferase reporter, ROR gamma counter-screen. Potency, µM (highest dose often 53.6 µM), without a hit: at the highest dose activity, negative = inhibition, actives largely listed as inhibitors. actives 3.5% (n = 310,000). Drosophila S2 Gal4-VP16 UAS-luciferase, luminescence, 20 h;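 note: Gal4-VP16 expression switched on by copper sulfate through the metallothionein promoter; % is set by controls: 0 for no effect and ±100 for the full control effect; nearly all actives have a fitted effect of over 50% in size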
ELG1 genotoxic = inducers of genotoxicity in HEK293T ELG1-luciferase cells; HEK293T ELG1-luciferase reporter, luminescence, 16 h; Potency, µM (doses to about 46 µM), without a hit: at the top dose activity change, positive = activation, actives largely listed as activators; actives 1.3% (n = 330,000); note: % of control where 0% means no effect; nearly all actives have a fitted effect of over 60% in size
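ELG1-luciferase HEK293T cells, 2,000/well; compound pinned in; 16 hr, 37 °C, 5% CO2; ONE-Glo, 30 min RT; luminescence on CCD imager.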
FLuc counter = counter-screen for miR-21 project: firefly luciferase inhibitors or activators; Potency, µM (titrated, usually from 57.5 µM), without a hit: at the highest dose activity change, negative = inhibition, usual class: inhibitors; purified FLuc, Km substrates, luminescence inhibition; AID 588342; actives 6.9% (n = 360,000); P08659;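 note: plate controls were vehicle for no effect and reference inhibitor for full effect; nearly all actives have a fitted effect of over 55% in size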
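Purified P. pyralis luciferase (10nM final) with 10uM D-luciferin and 10uM ATP (Km levels) in 50mM Tris acetate pH 7.5, 10mM Mg acetate, 0.01% Tween-20, 0.05% BSA; qHTS 6-point titration, ~60 µM downward; luminescence read.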
An asterisk follows results filed as active; ? = inconclusive; . = no result given; [ ] = dose if it differs, or a comment. Unless noted, calls come from the whole dose curve; as a rule, active = well fitted curve in the direction sought with a large enough effect; inconclusive = small, poorly fitted or top-dose-only effect, or another doubt; inactive = no such curve, though single readings can be large; an effect the other way counts as inactive or inconclusive. Potency is the fitted concentration of half-maximal effect. Some of the compounds tested (hit frequency here may not be typical).

Each structure is followed by: p53 reactivator	NPC1 promoter act	BRCA1 expr act	RORgamma inh	uPA surface inh	MLL CXXC-DNA inh	MBNL1 CUG block	Rab9 promoter act	VP16 counter	ELG1 genotoxic	FLuc counter
CCOC(=O)c1sc(NC(=O)c2ccc(S(=O)(=O)N3CCCCC3)cc2)nc1-c1ccccc1
  -10%	-1%	-37%	?	-1%	8%	-7%	-3%	-8%	-8%	3%
Cc1ccc(NC(=O)CN2CCC(NC(=O)C3CCCCC3)CC2)c(Br)c1
  15%	-1%	0%	8%	6%	0%	-7%	1%	-7%	0%	2%
COc1cccc(CC(=O)N2CCCC(CCC(=O)N3CCN(c4ccccn4)CC3)C2)c1 (configuration not stated)
  -1%	-7%	-20%	0%	2%	-7%	-1%	1%	-7%	-1%	-1%
CCCC(=O)Nc1ccc2oc(-c3cccnc3)nc2c1
  18%	25%	91%	1%	-1%	11%	3%	29%	?	12%	?
COc1ccc(CN(C(=O)Cc2c[nH]c3ccccc23)C(C(=O)NC2CCCCC2)c2ccc(C)o2)cc1 (configuration not stated)
  -1%	1%	-4%[1.84 µM]	0%	-11%	32%[activator]	?	-2%	20%[0.365 µM]	-35%[inhibitor]	7%
CC(C)c1ccc(CN(C)CC(O)c2ccccc2)cc1 (configuration not stated)
  1%	-2%	-18%	-22%	-2%	-4%	0%	-4%	-3%	-4%	0%
COCC(C)NC(C(=O)Nc1ccc(Cl)c([N+](=O)[O-])c1)c1ccccc1 (configuration not stated)
  1%	-1%	-26%	6%	3%	5%	16%	-2%	-5%	-2%	3%
Cc1cccc(C)c1NC(=O)Cn1c(=O)c2cccn2c2ccccc21
  10%	-2%	-2%	-34%	3%	7%	2%	5%	-3%	1%	1%
COc1ccc(C(=O)NCCC(C)C)cc1S(=O)(=O)N1CCOCC1
  -9%	0%	-9%	30%	.	2%	-5%	-5%	16%[0.365 µM]	0%	4%
CCOC(=O)C1Nc2ccc(C(=O)O)cc2C2C=CCC12 (configuration not stated)
  3%	-6%	-5%	-22%	5%	?	?	2%	1%	-6%	-17%

4 successive compounds already listed:
Each structure is followed by: p53 reactivator	NPC1 promoter act	BRCA1 expr act	RORgamma inh	uPA surface inh	MLL CXXC-DNA inh	MBNL1 CUG block	Rab9 promoter act	VP16 counter	ELG1 genotoxic	FLuc counter
CCOC(=O)c1sc(NC(=O)c2ccc(S(=O)(=O)N3CCCCC3)cc2)nc1-c1ccccc1
  -10%	-1%	-37%	?	-1%	8%	-7%	-3%	-8%	-8%	3%
Cc1ccc(NC(=O)CN2CCC(NC(=O)C3CCCCC3)CC2)c(Br)c1
  15%	-1%	0%	8%	6%	0%	-7%	1%	-7%	0%	2%
COc1cccc(CC(=O)N2CCCC(CCC(=O)N3CCN(c4ccccn4)CC3)C2)c1 (configuration not stated)
  -1%	-7%	-20%	0%	2%	-7%	-1%	1%	-7%	-1%	-1%
CCCC(=O)Nc1ccc2oc(-c3cccnc3)nc2c1
  18%	25%	91%	1%	-1%	11%	3%	29%	?	12%	?

The results go on:
Each structure is followed by: p53 reactivator	NPC1 promoter act	BRCA1 expr act	RORgamma inh	uPA surface inh	MLL CXXC-DNA inh	MBNL1 CUG block	Rab9 promoter act	VP16 counter	ELG1 genotoxic	FLuc counter
COc1ccccc1-n1c(CNC(=O)c2ccc(S(=O)(=O)N3CCOCC3)cc2)n[nH]c1=S
  0%	3%	14%	2%	1%	1%	8%	9%[1.84 µM]	-2%	2%	-1%
O=C(NCc1ccncc1)Nc1ccccc1Cl
  -2%	-1%	-5%	4%	-3%	-8%	-2%	-4%	6%	0%	6%
CCOC(=O)NC(=O)/C(C=Nc1ccc(Cl)c(Cl)c1Cl)=C(\C)O
  14%	1%	3%	10%	19%	8%	-3%	0%	-14%	11%	7%
Nc1nnc(SCC(=O)NNC(=O)c2ccc(Cl)cc2)s1
  -1%	1%	2%	.	9%	.	.	-5%	.	-1%	2%
CCn1c(CCNC(=O)c2ccc(Cl)cc2Cl)n[nH]c1=S
  -6%	2%	-2%	?	.	-3%	-9%	-3%	-4%	3%	0%
Cc1ccc(S(=O)(=O)NCC(=O)NC2CC2)cc1
  -2%	-1%	-1%	-8%	-3%	3%	4%	5%	-3%	0%	3%
COc1cccc(NC(=O)Nc2ccc3c(c2)N(C)C(=O)CS3)c1
  5%	0%	2%	6%	4%	-1%	-7%	-3%	14%	-12%	12µM*
Cc1ccc(C(=O)O[C@H](C(=O)O)[C@H](OC(=O)c2ccc(C)cc2)C(=O)O)cc1
  4%	0%	0%	1%	1%	17%	0%	-1%	1%	-4%	-2%
Cc1ccc2nc(NC(=O)Cc3cccs3)sc2c1
  21%	2.2µM*	66%	9%	.	2%	2%	?	?	?	8.5µM*
Oc1ccc(/C=N/Nc2ncnc3nc[nH]c23)cc1
  6%	2%	2%	-32%	-29%	-11%	13%	9%	?	-1%	?
COc1cccc(-n2c(=O)c3sccc3n(CC(=O)NC3CCCCC3)c2=O)c1
  -1%	-2%	4%	13%	17%	4%	-3%	-7%	6%	4%	3%
CC(C)c1ccc(O)c(NC(=O)c2cncc(Br)c2)c1
  20%	11%	0%[1.84 µM]	21%	1%	-1%	-3%	10%	3%	?	?
CCC(=O)Nc1ccccc1C(=O)OCC(=O)Nc1ccc(S(N)(=O)=O)cc1
  -5%	0%	0%	6%	.	10%	2%	2%	13%	-3%	2%
O=C(CCN1C(=O)C2C3CCC(C3)C2C1=O)Nc1ccccc1Cl (configuration not stated)
  -10%	1%	-2%	12%	5%	-1%	0%	10%	5%	-5%	4%
CCOCCCNC(=O)C1CCCN1C(=O)NC1CCCCC1 (configuration not stated)
  1%	2%	6%	0%	0%	0%	0%	-6%	2%	-4%	-1%
NC(=O)C1CCCN(C(=O)c2cccc(S(=O)(=O)N3CCCCCC3)c2)C1 (configuration not stated)
  6%	-3%	2%	.	-23%	.	.	2%	.	1%	5%
Cc1ccnc(NC(=O)c2cccc(S(=O)(=O)N3CCOCC3)c2)c1
  2%	0%	25%	.	-2%	.	.	13%	.	?	17µM*
CC(C)(C)C(=O)Nc1nnc(COc2ccc(Cl)cc2)s1
  7%	1%	59%	?	5%	-7%	-7%	21%	?	8%	?
CCOC(=O)C1CCN(C(=O)N(C)C)CC1
  -4%	4%	0%	0%	.	-3%	-3%	1%	-6%	0%	-3%
O=C(CCCl)N1CCCC2(CCCCC2)C1
  0%	-3%	5%	-1%	3%	2%	10%	9%	-3%	-3%	0%
O=C(N/N=C/c1coc2ccc(Cl)cc2c1=O)c1ccc(O)cc1
  -2%	-1%	37%	6%	6%	?	3%	0%	-26%	-20%	-1%
Cc1ccc(C)c(COC(=O)c2cc(S(=O)(=O)N3CCCCC3)ccc2N2CCOCC2)c1
  -6%	-3%	-44%	.	-3%	.	.	1%	.	-3%	2%
CCCOC1CCCN(C(=O)c2cc(COc3ccc(F)c(F)c3)on2)C1 (configuration not stated)
  27%	2.8µM*	?	?	-15%	-4%	-5%	2.8µM*	-3%	?	21µM*
Cc1cc(N2C(=O)C3C4C=CC(C4)C3C2=O)no1 (configuration not stated)
  6%	-3%	-25%	8%	-1%	-5%	-5%	-6%	3%	-1%	1%
COC(=O)c1c(C)[nH]c(C(=O)OC(C)C(=O)N(C)C2CCCCC2)c1C (configuration not stated)
  -7%	-1%	-17%	.	-5%	.	.	0%	.	?	-1%
Cc1cc(C(=O)NNC(=O)c2ccccc2O)c(C)o1
  20%	-4%	0%	.	-24%	.	.	-2%	.	1%	?
Cn1c(N)c(C(=O)COC(=O)c2cccc(S(=O)(=O)N3CCCCC3)c2)c(=O)n(C)c1=O
  -17%	-2%	-30%	19%	0%	-1%	-2%	2%	-7%	9%	8%
CN=c1sc(C(=O)Nc2cccc(Cl)c2)cc(=O)n1C
  2%	-1%	-39%	-13%	-10%	5%	9%	-2%	4%	-3%	?
